Y pestis TopoI = Yersinia pestis topoisomerase I inhibitors, primary screen, biochemical, cleavage product accumulation, plate reader, single point | DNA topoisomerase I (Yersinia pestis CO92) | Y. pestis Topo-I cleavage product accumulation | activity, % at 10 µM | hit rate 0.064% among 360,000 | AID 504884, 2011; in the data active means activity above about 50%, passing the limit was not always enough; inconclusive means no clear call, values can overlap the other calls; further: inactives centre near 2
FadD28 FP inh = inhibitors of FadD28 bisubstrate probe binding, primary screen, biochemical, fluorescence polarization, single point. Mycobacterium tuberculosis FadD28 fatty-acid-AMP ligase. inhibition, % at 12.5 µM. hit rate 0.22% among 360,000. AID 588549, 2011; in the data active means inhibition above about 8.5%, passing the limit was not always enough; inconclusive means no clear call, values can overlap the other calls
CCHFV vOTU inh = CCHFV vOTU protease inhibitors, primary screen, biochemical, Pep-AMC substrate, fluorescence | inhibition, % at 11.5 µM | AID 651958, 2012 | hit rate 0.55% among 370,000 | Crimean-Congo hemorrhagic fever virus L polyprotein viral ovarian tumor (vOTU) protease …; in the data active means inhibition above about 30%; further: 0% = vehicle wells with enzyme and 100% = no enzyme wells
BoNT-F LC inh = BoNT/F light chain protease inhibitors, primary screen, biochemical, flow cytometry, MLPCN library; Botulinum neurotoxin type F light chain protease (Clostridium botulinum); Multiplex microsphere protease cleavage assay; inhibition, % at 10 µM; hit rate 0.22% among 360,000; in the data active means inhibition above about 35%, passing the limit was not always enough; inconclusive means no clear call, values can overlap the other calls; further: plate controls were buffer without enzyme for full effect and enzyme alone for no effect
Anthrax LF prot = Bacillus anthracis LF protease inhibitors, primary screen, biochemical, multiplex microsphere, MLPCN library; inhibition, % at 10 µM; Lethal factor (Bacillus anthracis), P15917; hit rate 0.12% among 360,000; multiplex microsphere protease cleavage assay; AID 588501, 2011; further: plate controls were buffer without enzyme for full effect and enzyme alone for no effect
Target sequence (P15917 whole entry, looked up): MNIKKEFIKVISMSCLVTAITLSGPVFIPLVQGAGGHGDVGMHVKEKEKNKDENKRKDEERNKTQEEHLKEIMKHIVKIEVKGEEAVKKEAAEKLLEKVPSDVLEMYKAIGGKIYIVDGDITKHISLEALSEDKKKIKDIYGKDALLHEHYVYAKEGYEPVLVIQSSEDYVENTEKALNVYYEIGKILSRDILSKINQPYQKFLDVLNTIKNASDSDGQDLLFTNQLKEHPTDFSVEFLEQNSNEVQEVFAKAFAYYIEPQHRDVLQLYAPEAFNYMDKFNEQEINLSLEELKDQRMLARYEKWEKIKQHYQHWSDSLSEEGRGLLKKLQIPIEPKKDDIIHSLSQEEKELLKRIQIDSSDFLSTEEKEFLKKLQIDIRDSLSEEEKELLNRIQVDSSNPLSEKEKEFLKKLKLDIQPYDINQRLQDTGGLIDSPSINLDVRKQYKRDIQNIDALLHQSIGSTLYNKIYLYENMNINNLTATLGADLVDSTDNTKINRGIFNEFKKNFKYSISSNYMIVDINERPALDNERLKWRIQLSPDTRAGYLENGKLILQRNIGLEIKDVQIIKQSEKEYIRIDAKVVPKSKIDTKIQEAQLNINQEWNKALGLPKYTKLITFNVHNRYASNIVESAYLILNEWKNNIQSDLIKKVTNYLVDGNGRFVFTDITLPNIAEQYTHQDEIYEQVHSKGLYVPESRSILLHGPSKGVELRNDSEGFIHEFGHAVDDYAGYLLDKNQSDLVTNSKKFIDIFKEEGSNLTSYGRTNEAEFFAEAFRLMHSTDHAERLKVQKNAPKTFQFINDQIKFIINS
PrPC TRFRET = inhibitors of human cell surface prion protein PrPC, primary screen, cell-based, TR-FRET; inhibition, % at 13.8 µM; hit rate 0.43% among 370,000; Major prion protein (Homo sapiens), P04156; TR-FRET read-out; in the data active means inhibition above about 24%; further: 0% = median of the test wells and 100% = reference compound wells
PfHsp40 rescue = rescue of yeast from PfHsp40 toxicity, primary screen, S. cerevisiae, ATP luminescence. S. cerevisiae expressing PfHsp40, growth rescue. growth rescue, % at 12.5 µM. hit rate 0.68% among 340,000. AID 504582, 2011; in the data active means growth rescue above about 28%, passing the limit was not always enough; inconclusive means no clear call, values can overlap the other calls;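 further: yeast W303a lacking pdr1 and pdr3 grown in galactose medium; growth measured after three days at 30 °C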
TcdB inh = TcdB glycohydrolase inhibitors, primary screen, biochemical, single point, plate reader; TcdB glycohydrolase enzymatic assay; AID 652162, 2013; hit rate 0.24% among 350,000; inhibition, % at 9.99 µM; Toxin B (Clostridioides difficile), P18177; in the data active means inhibition above about 10%
BoNT-A LC inh2 = BoNT/A light chain protease inhibitors, primary screen, biochemical, flow cytometry, MLPCN library; multiplex microsphere protease substrate cleavage; inhibition, % at 10 µM; hit rate 0.17% among 360,000; AID 588499, 2011; further: plate controls were buffer without enzyme for full effect and enzyme alone for no effect
Numbers without * were called inactive; u = inconclusive; x = no result given. Unless noted, no stated cut-off is given here; in the data, active means inhibition above about 30%; inconclusive means no clear call, values can overlap the other calls; inactive means below that.

SMILES	Y pestis TopoI	FadD28 FP inh	CCHFV vOTU inh	BoNT-F LC inh	Anthrax LF prot	PrPC TRFRET	PfHsp40 rescue	TcdB inh	BoNT-A LC inh2
CCCc1cc(C(=O)OCC(=O)N2CCN(c3ccc(OC)cc3)CC2)sc1C	25	-3.8	5	3	-1	-5	5.3	0.1	-0.2
CCN(CC)CCNC(=O)C1CCC(=O)N1CCc1ccccc1 (stereo not given)	-5	-3.6	-6	3	-4	-2	0.9	x	0.7
Cc1ccc(S(=O)(=O)N2CCCC2C(=O)Nc2nc3ccccc3s2)cc1 (stereo not given)	0	-3.9	x	-3	-5	x	2.1	-2.1	-0.5
CCOC(=O)N1CCN(c2cc(=O)n(-c3cccc(Br)c3)c(=O)[nH]2)CC1	4	-2.2	12	-9	-7	2	-0.8	-0.4	-0.6
CC(C)(C)SCCNC(=O)c1ccc(Cl)c(S(=O)(=O)N2CCOCC2)c1	13	0.2	2	2	1	11	0.3	x	-0.7
COc1ccc(Oc2ccc(N/C=C/C(=O)C(C)(C)C)cc2)cc1	14	-2.4	3	-2	-3	13	1.8	-1.1	0.1
CCOC(=O)N1CCN(C(=O)CSc2ccc(-c3cccc(OC)c3)nn2)CC1	15	-4.2	-12	6	2	0	-0.1	-0.1	0.5
CC1CCCCC1NC(=S)NC(=O)c1sc2ccccc2c1Cl (stereo not given)	11	-1.2	-6	-2	-2	13	-1.0	1.2	0.4
CC(C)c1ccc(NC(=O)COC(=O)Cn2cnc3c2c(=O)n(C)c(=O)n3C)cc1	-2	-2.3	-14	3	-1	0	x	0.2	0.0
O=C(CCNS(=O)(=O)c1cccc2nonc12)NC1CCCc2ccccc21 (stereo not given)	9	-0.8	19	1	3	-2	-1.1	x	1.1
CC(C)c1ccc(C2(C)NC(=O)N(C(C)C(=O)Nc3ccc(N4CCOCC4)cc3)C2=O)cc1 (stereo not given)	-9	3.8	0	-5	0	-8	1.8	0.6	0.2
CC(=Cc1cccs1)C(=O)c1ccccc1	12	-0.1	-16	-2	-5	7	x	1.3	-0.2

Reprinted from the part before: 2 compounds; new compounds follow.
SMILES	Y pestis TopoI	FadD28 FP inh	CCHFV vOTU inh	BoNT-F LC inh	Anthrax LF prot	PrPC TRFRET	PfHsp40 rescue	TcdB inh	BoNT-A LC inh2
CC(C)c1ccc(C2(C)NC(=O)N(C(C)C(=O)Nc3ccc(N4CCOCC4)cc3)C2=O)cc1 (stereo not given)	-9	3.8	0	-5	0	-8	1.8	0.6	0.2
CC(=Cc1cccs1)C(=O)c1ccccc1	12	-0.1	-16	-2	-5	7	x	1.3	-0.2
CCCS(=O)(=O)NC(=O)C1(C)CCN(C(=O)c2ccc(C(=O)OC)cc2)C1 (stereo not given)	-8	-0.7	2	6	-2	0	x	0.1	-0.5
O=S(=O)(c1ccccc1)N1CN2CCN(C2)C1	0	-2.2	2	-16	0	1	-0.4	x	-1.1
O=C1C(NS(=O)(=O)c2ccc(Cl)cc2)=C(N2CCCCC2)C(=O)c2ccccc21	7	0.0	-1	-11	-4	-19	0.3	0.1	-0.4
CC(C)Oc1ccc(F)cc1-c1cc(C(=O)NCc2ccc(F)cc2)[nH]n1	5	-6.1	19	-12	-8	4	x	1.2	-0.6
CC1CCCCC1NC(=S)Nc1cccc(S(=O)(=O)N(C)C)c1 (stereo not given)	10	1.2	-8	-3	-2	-4	-0.3	3.0	0.1
CCOC(=O)C(C)Sc1nc(=O)n2cc(C)ccc2n1 (stereo not given)	7	-4.3	-3	-2	-4	4	-0.4	-0.4	-0.4
COc1cc(C(=O)Nc2ccc3c(c2)OCO3)c([N+](=O)[O-])cc1OC	-1	-1.9	10	-11	-4	-21	0.2	0.0	-1.4
CC(NC(=O)COC(=O)Cc1ccc(Cl)cc1)c1ccccc1 (stereo not given)	-2	-1.6	-2	-5	-4	-1	-0.9	-0.4	-0.1
O=C(CNCc1ccco1)Nc1cc(S(=O)(=O)N2CCOCC2)ccc1N1CCCC1	0	-1.6	-3	-22	-21	-8	-0.9	1.0	-8.7
Cc1ccc2[nH]c(C)c(CC(=O)NCc3ccccc3)c2c1	-4	-1.4	-6	-8	0	-1	0.9	1.3	-1.8
COCCn1c(Cc2ccccc2)nnc1SCC(=O)NC1CC1	2	-1.4	3	14	0	2	4.5	0.6	3.1
CC1(C(=O)Nc2cnc3ccccc3c2)CCN1C(=O)CC(c1ccccc1)c1ccccc1 (stereo not given)	-6	-2.7	4	0	-5	-4	x	0.4	0.4
CC1(C)Cc2c(sc3nc(-c4ccccc4)n(N)c(=O)c23)CO1	-3	-1.9	6	-6	-1	-2	1.0	x	0.0
COc1cccc(CNC(=O)c2ccc(S(=O)(=O)N3CCCC3)cc2)c1	-1	-1.5	13	-18	3	0	-0.1	x	0.0
Cc1ccc(C(=O)OC(C(=O)Nc2ccc(Cl)cc2C(F)(F)F)c2ccccc2)cc1 (stereo not given)	28	-0.4	19	8	-2	2	0.0	0.9	0.9
Cc1[nH]n(-c2ccccc2)c(=O)c1N=Nc1nccs1	6	3.3	5	x	x	-14	36*	x	x
Cc1cccc(C)c1NC(=O)C(=O)NCCc1c[nH]c2ccccc12	3	-0.2	6	-8	-6	3	-0.9	0.8	-0.4
CC(C)C(=O)NC(NC(=S)Nc1cccc2cccnc12)C(Cl)(Cl)Cl (stereo not given)	-5	-4.4	-10	3	0	7	-0.4	x	-0.9
Cc1noc(C)c1CSCC(=O)NCCN1C(=O)S/C(=C\c2ccccc2F)C1=O	29	-0.8	5	4	-4	-1	-1.1	1.1	2.0
CSC(=S)N/N=C(\C)c1ccc(Br)cc1	3	-2.3	11	-8	-7	3	0.0	1.1	-1.1
CN(C)C=Nc1ccc(Cl)c(Cl)c1	2	-3.7	-22	3	10	4	-1.3	1.7	1.0
O=C(COc1ccccc1)NC1CCN(Cc2ccccc2)CC1	3	0.7	6	-1	-1	-7	0.9	x	u
OC(c1cccc(Cl)c1)c1nccc2ccccc12 (stereo not given)	4	-2.3	-6	u	22	4	0.5	0.5	-5.5
Cc1cc(C)cc(NC(=O)COC(=O)CN=C2NS(=O)(=O)c3ccccc32)c1	0	-2.4	-12	0	-4	4	-0.2	0.9	0.2
CNc1ccc(-c2cccc(CO)c2)cn1	-6	-3.7	-125	0	-4	-1	x	1.1	-0.4
Cc1cccn2c(=O)c3c(nc12)N1CCCCC1C1(C3)C(=O)N(C)C(=O)N(C)C1=O (stereo not given)	6	-1.1	5	-2	-14	3	x	0.2	-0.2
CCc1ccc(C(=O)COC(=O)c2cccc(N3C(=O)c4c(C)nc5ccccc5c4C3=O)c2)cc1	10	0.0	1	3	-10	8	-0.9	x	3.1
O=C(OCc1ccccc1)N1CCN(C(c2ccnc3ccccc23)c2nnnn2-c2ccc3c(c2)OCCO3)CC1 (stereo not given)	x	x	5	-3	3	6	x	1.0	-0.4
COc1ccc(O)c(/C=N/NC(=S)Nc2cccnc2)c1	-6	-3.1	-25	-7	-6	7	-1.6	-20	-1.4
CC1CC(C)CN(CCCNC(=O)C2CCC(=O)N2C2CCCC2)C1 (stereo not given)	-6	-0.4	-6	-4	-3	-1	-2.5	1.4	-0.6
CCN(CCCNC(=O)CCNC(=O)Cn1ccc2ccccc2c1=O)c1ccccc1	-7	-1.1	4	2	9	10	-0.1	x	4.0
Cc1[nH]c2ccccc2c1C(=O)CSc1nncn1C	2	-0.9	1	-8	0	-1	0.0	x	-0.9
O=C(Cc1ccc(Cl)cc1)N/N=C/c1ccncc1	4	-3.9	7	-7	0	2	-0.6	0.1	-1.0
O=[N+]([O-])c1ccccc1CSc1nnc2ccccn12	2	0.1	12	3	-1	-14	0.3	0.8	-1.1
COc1cc(C)nc(N2CCC(C(=O)NCC3CCCO3)CC2)n1 (stereo not given)	1	-1.2	-4	6	-2	-3	-0.8	0.1	-1.9
CCOc1ccc(OCC)c(NC(=O)C2CCCN(S(=O)(=O)c3c(C)n[nH]c3C)C2)c1 (stereo not given)	14	-3.0	5	-5	-15	8	-0.5	-8.7	0.1
Cc1ccccc1Cn1nc(C)c(NC(=O)C2(C)CC2(Cl)Cl)c1C (stereo not given)	9	-0.1	-19	-5	0	-1	-2.3	x	-0.1
CN(C)CCNC(=O)c1cccc2nc3c(ccc4ccccc43)nc12	-52	-2.3	5	14	42*	-14	-0.8	2.3	44*
FC(F)(F)c1cccc(N2CCN(C(=S)NCC3CCCO3)CC2)c1 (stereo not given)	7	-4.0	-10	-1	2	-4	1.0	0.9	-0.2
Cc1c(NC(=O)CSc2nc3ccccc3[nH]2)c(=O)n(-c2ccccc2)n1C	7	-3.6	-4	6	0	7	0.3	x	-0.4
O=C(NCc1nnnn1-c1ccc(Cl)cc1)C1CC(=O)N(c2ccc(F)cc2)C1 (stereo not given)	-1	-3.3	-5	-4	0	-11	x	0.3	-0.4
CC(NC(=O)COC(=O)C1=COCCO1)C12CC3CC(CC(C3)C1)C2 (stereo not given)	1	0.3	-9	10	1	2	-0.1	1.4	1.8
O=C(Cc1ccc(F)cc1)Nc1ccccc1N1CCCC1	3	0.7	0	-5	-2	6	3.6	0.1	-0.7
C=CCOc1ccc(C=NNc2ccc(S(=O)(=O)Nc3ccccc3C(=O)O)cc2[N+](=O)[O-])cc1OC	-8	32*	-3	-1	3	-2	0.3	0.7	-0.4
CCCn1c(SCC(=O)NC(C)C)nc2sc3c(c2c1=O)CCC3	8	0.1	-4	-10	1	2	-0.1	1.0	-0.5
Cc1nc(N2CCN(Cc3ccccc3)CC2)nc2c1C(=O)CC(c1ccco1)C2 (stereo not given)	26	-0.9	0	-10	-5	8	-0.8	x	-3.1
O=C(Nc1ccncc1NC(=O)c1cccc([N+](=O)[O-])c1)c1cccc([N+](=O)[O-])c1	-1	-2.2	11	-2	-3	-1	-1.1	0.6	-0.1
COc1ccc(NC(=O)CC2(Cc3ccccc3)CCOC(C)(C)C2)cc1 (stereo not given)	20	-1.2	6	-5	0	7	0.0	x	-0.1
O=C(CN(Cc1ccco1)C(=O)Cn1nnc(-c2ccc(F)cc2)n1)NC1CCCC1	7	-0.7	-8	-2	-6	6	0.0	x	-0.1
Cc1cccc(N2CC(C(=O)Nc3ccc(S(=O)(=O)NCC4CCCO4)cc3)CC2=O)c1C (stereo not given)	12	-2.5	7	9	1	1	0.2	-0.1	1.8
COC(=O)CC1=C(C(=O)OC)C(c2ccncc2)C(C#N)=C(N)O1 (stereo not given)	-7	-4.3	15	0	-5	-8	23	0.3	0.2
Cc1oc(C(=O)O)cc1COc1ccc2c(C)cc(=O)oc2c1	1	-1.2	-12	6	1	7	1.3	x	0.0
COc1ccc(C2=NCCc3cc(OC)c(OC)cc32)cc1OC	-1	-1.0	10	-9	0	-15	-1.6	x	-0.8
CCc1ccccc1NC(=O)CN1CCN(C(=O)CCC(=O)N2CCC(c3ccccc3)=N2)CC1	17	0.0	12	x	x	-1	0.0	-0.5	x

As entered above.
`Cc1cccc(N2CC(C(=O)Nc3ccc(S(=O)(=O)NCC4CCCO4)cc3)CC2=O)c1C` (stereo not given) – BoNT-F LC inh = 9
`COc1ccc(C2=NCCc3cc(OC)c(OC)cc32)cc1OC` – PrPC TRFRET = -15
`Cc1oc(C(=O)O)cc1COc1ccc2c(C)cc(=O)oc2c1` – BoNT-F LC inh = 6
`O=C(CN(Cc1ccco1)C(=O)Cn1nnc(-c2ccc(F)cc2)n1)NC1CCCC1` – Y pestis TopoI = 7
`COC(=O)CC1=C(C(=O)OC)C(c2ccncc2)C(C#N)=C(N)O1` (stereo not given) – PfHsp40 rescue = 23
`CCc1ccccc1NC(=O)CN1CCN(C(=O)CCC(=O)N2CCC(c3ccccc3)=N2)CC1` – FadD28 FP inh = 0.0

Assay outcomes as filed in PubChem BioAssay.
